FBW7 activator: activators of human E3 ligase FBW7; Q969H0; AID 1259310; AlphaScreen FBW7–phospho-cyclin E peptide binding, activator screen; 650,000 compounds, 0.13% hits; normalized activity (activation), % at 26.1 µM; in the data active = normalized activity above about 1.9%;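 note: purified mutant Fbw7 with reduced substrate affinity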
Target sequence (Q969H0 whole entry, looked up): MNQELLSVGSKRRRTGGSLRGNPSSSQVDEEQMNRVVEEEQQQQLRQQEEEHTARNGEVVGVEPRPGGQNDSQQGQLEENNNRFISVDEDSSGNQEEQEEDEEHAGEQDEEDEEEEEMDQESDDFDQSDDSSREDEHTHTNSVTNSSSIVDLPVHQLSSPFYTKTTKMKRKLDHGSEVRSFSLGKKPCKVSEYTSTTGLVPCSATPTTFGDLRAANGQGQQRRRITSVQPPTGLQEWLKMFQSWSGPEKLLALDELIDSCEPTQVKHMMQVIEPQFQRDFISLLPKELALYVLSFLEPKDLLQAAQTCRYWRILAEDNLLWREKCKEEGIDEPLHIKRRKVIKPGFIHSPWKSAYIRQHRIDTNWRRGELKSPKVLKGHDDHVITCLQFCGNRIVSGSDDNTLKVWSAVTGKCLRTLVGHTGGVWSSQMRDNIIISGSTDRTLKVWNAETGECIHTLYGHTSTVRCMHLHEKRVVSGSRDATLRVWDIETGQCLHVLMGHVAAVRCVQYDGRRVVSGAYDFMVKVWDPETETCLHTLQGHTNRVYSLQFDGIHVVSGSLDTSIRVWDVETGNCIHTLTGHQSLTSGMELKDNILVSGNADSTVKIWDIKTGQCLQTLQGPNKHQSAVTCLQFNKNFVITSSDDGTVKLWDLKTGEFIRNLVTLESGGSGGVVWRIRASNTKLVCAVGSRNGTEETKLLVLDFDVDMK
GPR151 activ: activators of human GPR151; activation, % at 11.2 µM; 650,000 compounds, 1% hits; PathHunter beta-arrestin GPR151 cells, luminescence; Q8TDV0; in the data active = activation above about 4.9%;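 note: 0% = median of compound wells and 100% = cells with positive control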
MITF primary: blocks human microphthalmia-associated transcription factor. O75030. AlphaScreen MITF homodimerization, bead proximity signal. inhibition, % at 2.6 µM. 650,000 compounds, 0.91% hits; in the data active = inhibition above about 50%;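 note: 0% = vehicle wells with protein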
TEAD-YAP inh: TEAD-YAP interaction inhibition. HEK-TIYL cells, TEAD-Gal4/YAP UAS-luciferase luminescence. inhibition, % at 9.12 µM. 640,000 compounds, 1.4% hits. AID 1259422; in the data active = inhibition above about 32%;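 note: 0% = median of test compound wells and 100% = reference inhibitor wells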
The depositor's hits bear a star.

SMILES	FBW7 activator	GPR151 activ	MITF primary	TEAD-YAP inh
COc1cc2c(c([N+](=O)[O-])c1)OC1(C=C2)N(C)c2ccc3ccccc3c2C1(C)C (stereo not drawn)	-0.2	0.5	15	10
O=C(Nc1c2c(nn1-c1ccc(Cl)cc1)CSC2)c1c(F)cccc1Cl	0.0	-0.2	-4	-2
COCCNc1nc(-c2cccc(COC)c2)ccc1C(=O)N1CCN(C)CC1	0.2	0.5	17	7
CNc1ccc(S(=O)(=O)NC)cc1[N+](=O)[O-]	-0.1	0.8	-3	-13
CO[C@H]1[C@H](NC(=O)CSC)c2ccccc2C12CCN(C/C=C/C(C)C)CC2	0.4	3.4	2	8
CCC(=O)N1c2ccccc2-c2nnc(SC)nc2OC1c1c(OC)cc(OC)cc1OC (stereo not drawn)	0.0	2.9	-1	15
Cc1ccc(-c2csc3nc[nH]c(=O)c23)c(C)c1	0.1	0.8	-6	10
CCN(C(=O)Cn1ncc2c(=O)oc3ccccc3c21)c1ccccc1C	-0.1	3.0	4	-9
CCc1nc2sccn2c(=O)c1C(=O)NCCCO	-0.5	0.2	-133	5
Nc1nc(NCCc2ccc(O)cc2)cc(-c2csc3ccccc23)n1	0.1	0.2	3	26
CC(C)OC(=O)c1c(NC(=O)CCn2nnc3ccccc32)sc2c1CCCC2	0.4	-0.3	7	-10
O=C(CCCNC(=O)Cn1cnc2sc3c(c2c1=O)CCCC3)NCCC1=CCCCC1	0.1	-0.7	-14	1
CC1CCN(c2cc(N3CCC(C)CC3)c([N+](=O)[O-])cc2/C=C(\C#N)c2nn(-c3ccccc3)c(N)c2C#N)CC1	0.2	-0.4	-8	-16
Cc1cnc(NC(=O)CSc2nc3ccccc3[nH]2)s1	-0.2	0.8	7	3
O=CN(Cc1ccco1)C1(C(=O)NC2CCCCC2)CCCCC1	-0.5	0.0	-7	8
COc1cc(C2C(C(=O)N3CCCCC3)=C(C)NC3=C2C(=O)CCC3)ccc1O (stereo not drawn)	-0.2	3.4	3	-3
COc1ccc(N2C(=O)/C(=C\c3sccc3C)C(=O)NC2=S)cc1	0.0	-1.3	38	-5
O=S(=O)(c1ccc(Cl)cc1)n1c(SCc2ccccc2F)nc2ccccc21	-0.1	-4.3	-2	-84
CCSc1nccc(Nc2ccccc2)c1C#N	0.0	0.0	4	-20
CC(=O)c1cccc(NC(=O)CSc2nnc(CSCc3ccccc3F)n2C)c1	0.9	0.7	18	5

Random excerpt: 2 entries already listed.
SMILES	FBW7 activator	GPR151 activ	MITF primary	TEAD-YAP inh
O=C(CCCNC(=O)Cn1cnc2sc3c(c2c1=O)CCCC3)NCCC1=CCCCC1	0.1	-0.7	-14	1
CCN(C(=O)Cn1ncc2c(=O)oc3ccccc3c21)c1ccccc1C	-0.1	3.0	4	-9

Returning to the listing with the 3 entries that preceded the break.
SMILES	FBW7 activator	GPR151 activ	MITF primary	TEAD-YAP inh
O=S(=O)(c1ccc(Cl)cc1)n1c(SCc2ccccc2F)nc2ccccc21	-0.1	-4.3	-2	-84
CCSc1nccc(Nc2ccccc2)c1C#N	0.0	0.0	4	-20
CC(=O)c1cccc(NC(=O)CSc2nnc(CSCc3ccccc3F)n2C)c1	0.9	0.7	18	5
FC(F)(F)c1cccc(CSc2nc3ncccc3[nH]2)c1	-0.2	0.0	2	4
CCc1cccc(C)c1NC(=O)c1cnc(SC)nc1C	-0.1	0.6	-11	-6
Cc1ccc2nc(NC(=O)c3ccc([N+](=O)[O-])cc3)sc2c1	0.3	-0.4	17	-12
CCCCCCCc1ccc(C(=O)Oc2ccc(C#N)cc2)cc1	0.2	-1.1	1	8
COc1ccc(OCC2c3cc(OC)c(OC)cc3CCN2C(=O)c2cccc(C(F)(F)F)c2)cc1 (stereo not drawn)	-0.1	-1.2	10	-17
COc1ccc(Oc2c(C(F)(F)F)oc3cc(O)ccc3c2=O)cc1	-0.2	-1.6	12	0
O=C(CN1CCOCC1)Nc1cccc(C(=O)O)c1	0.2	-0.5	5	0
CCOC(=O)C1(CCOc2ccccc2)CCN(CC(O)CO)CC1 (stereo not drawn)	-0.1	0.1	-3	6
Cc1ccc(C2=CCC(=O)O2)cc1C	-0.1	-0.5	-1	7
COc1ccccc1C1C2=C(CCCC2=O)Nc2c1c(=O)n(C)c(=O)n2C (stereo not drawn)	0.0	-0.4	17	4
O=C(/C=C/c1ccccn1)NCC1Cc2cccc(-c3ncccn3)c2O1 (stereo not drawn)	0.1	1.2	7	10
COc1ccc(CCNC(=O)NC2CC(=O)N(c3cccc(F)c3)C2)cc1 (stereo not drawn)	0.0	1.2	-3	-3
O=C1CCc2cc(S(=O)(=O)Nc3ccccc3Cl)cc3c2N1CCC3	0.0	-0.1	-1	-2
O=C(CCc1ccccc1)NC(NCCOC12CC3CC(CC(C3)C1)C2)(C(F)(F)F)C(F)(F)F	0.1	-0.8	-26	-6
NC(=O)c1cc(NC(=O)/C=C\C(=O)O)ccc1Cl	-0.1	0.6	2	1
CC(C)(C)CC(=O)NCC(c1ccco1)S(=O)(=O)c1cccs1 (stereo not drawn)	-0.4	0.1	8	-1
CC(=O)N1CCN(c2nc(-c3ccccc3)c3cc(C)ccc3n2)CC1	1.1	0.9	-19	-3
Cc1cccc(NC(=O)CN2C(=O)N/C(=C/c3ccc(O)c(Cl)c3)C2=O)c1	-0.1	-0.6	-9	1
Cc1cc(NC(=O)C2C3C=CC(C3)C2C(=O)O)ccc1NC(=O)c1ccccc1 (stereo not drawn)	-0.8	0.5	8	10
Cc1cccc(C(=O)N[C@H]2C[C@H]3C(=O)N[C@H](Cc4ccccc4)C(=O)N3C2)c1	0.0	2.5	-4	11
O=C(Nc1ccc2oc(-c3ccc(Br)cc3)nc2c1)c1ccc2c3c(cccc13)CC2	0.1	0.3	7	-8
Cc1ccc(OC(C)C(=O)NNC(=O)c2ccc(NC(=O)c3cccc(C)c3)cc2)cc1 (stereo not drawn)	0.0	0.1	-2	6
CCOc1ccc(S(=O)(=O)NCC23CC4CC(CC(C4)C2)C3)c2ccccc12	-0.2	0.7	7	6
CCOC(=O)c1c(NC(=O)COc2ccccc2Br)sc2c1CCCC2	0.8	-1.3	18	-5
COc1cc(/C=C2/C(=N)N3C(SC)=NSC3=NC2=O)cc(OC)c1OC(C)=O	0.1	1.3	0	-39
OC1CN=C2CCCc3c2n(c2ccccc32)C1 (stereo not drawn)	0.0	1.2	-1	2
CC(C)(C)n1nnnc1C(c1ccncc1)N1CCN(c2ccc(O)cc2)CC1 (stereo not drawn)	-0.1	0.0	7	2
COC(=O)C1=C(C)NC2=C(C(=O)c3ccccc32)C1c1cc(Br)c(O)c(OC)c1 (stereo not drawn)	-0.1	-0.6	-6	7
Cc1ccc(S(=O)(=O)Nc2ccc(O)c3ccccc23)c(C)c1	-0.2	-1.3	7	4
COc1ccc(Cc2nc3c4cnn(-c5nc6ccccc6s5)c4ncn3n2)cc1OC	0.1	1.8	1	-7
C/C(CC(=O)Nc1ccc(Cl)c(C(F)(F)F)c1)=N\NC(=O)c1cnccn1	-0.1	-0.5	1	-28
O=S(=O)(c1ccc2c(c1)CCCC2)N1CCN(c2ccc(-c3cccnc3)nn2)CC1	0.4	-2.4	12	-1
COc1ccc(CCNC(=O)CCC2(Cc3ccc(Cl)cc3)CCC(=O)N2)cc1OC (stereo not drawn)	-0.1	1.3	6	10
O=C(Cn1ccc2ccccc21)N1CCN(Cc2csc(-c3ccccc3)n2)CC1	0.0	-0.4	-7	-1
O=[N+]([O-])c1cc(S(=O)(=O)N2CCCCC2)ccc1N1CCN(Cc2ccccc2)CC1	-0.2	2.3	30	16
CC(C)C(C(=O)Nc1ccc(N2CCOCC2)cc1)N1C(=O)c2ccccc2C1=O (stereo not drawn)	-0.1	2.0	-11	-2
CCCCNC(=O)CSc1nnc(-c2ccncc2)n1C	-0.1	-1.4	3	-11
COc1ccc(COC(=O)C2=C(C)NC3=C(C(=O)CC(C)(C)C3)C2c2ccccc2C)cc1 (stereo not drawn)	0.1	-0.6	-5	5
COC(=O)c1ccc(OC(=O)c2sc3ncn(Cc4ccccc4F)c(=O)c3c2C)cc1	0.1	1.0	4	1
COc1cccc(OC)c1CN1CCc2nnc(CCNC(=O)c3ccoc3)n2CC1	-0.1	-0.7	-15	3

One compound at a time, from the list above. Order of values: FBW7 activator, GPR151 activ, MITF primary, TEAD-YAP inh
O=[N+]([O-])c1cc(S(=O)(=O)N2CCCCC2)ccc1N1CCN(Cc2ccccc2)CC1 in the list: -0.2, 2.3, 30, 16
COCCNc1nc(-c2cccc(COC)c2)ccc1C(=O)N1CCN(C)CC1 in the list: 0.2, 0.5, 17, 7
CCSc1nccc(Nc2ccccc2)c1C#N in the list: 0.0, 0.0, 4, -20
CCOC(=O)C1(CCOc2ccccc2)CCN(CC(O)CO)CC1 (stereo not drawn) in the list: -0.1, 0.1, -3, 6
CC(C)C(C(=O)Nc1ccc(N2CCOCC2)cc1)N1C(=O)c2ccccc2C1=O (stereo not drawn) in the list: -0.1, 2.0, -11, -2

Carrying on.
SMILES	FBW7 activator	GPR151 activ	MITF primary	TEAD-YAP inh
CCN(CC)C(=O)/C(=C/c1ccc(OC)cc1)NC(=O)c1ccco1	-0.2	-0.7	3	-9
Cc1nn(C)cc1CN1CCC(C(Cc2ccccc2)N(C)C(=O)C(C)C)CC1 (stereo not drawn)	0.0	1.4	-10	2
O=C1c2ccccc2C(=O)c2cc(S(=O)(=O)Nc3ccc(O)cc3)ccc21	-0.1	-1.1	23	6
CC(=O)NC(CC(C)C)c1nnc2n1CCN(Cc1cccc3ncccc13)CC2 (stereo not drawn)	0.1	0.7	15	-20
CCCC1=NN(C(=O)C(=O)Nc2ccccc2OC)C(O)(C(F)(F)F)C1 (stereo not drawn)	0.1	0.2	8	8
O=c1[nH]nc(-c2ccco2)c2cn(-c3cccc([N+](=O)[O-])c3)nc12	0.5	0.9	15	5
NS(=O)(=O)c1ccc(N=Cc2ccc3ncccc3c2)cc1	-0.1	-0.6	-8	-2
Cn1cc(S(=O)(=O)Oc2ccccc2)c(=O)n(C)c1=O	-0.1	-0.8	-6	-6
CCc1ccc(C2=CC(c3cccc(OC)c3)n3ncnc3N2)cc1 (stereo not drawn)	0.3	-1.6	14	30
CCOC(=O)c1ccccc1NC(=O)Cn1ncc2c1-c1cc(C)ccc1OC2	0.7	-1.3	6	6
CC(O)(COc1ccccc1)c1ccc2c(c1)CN(Cc1ccoc1)CCO2 (stereo not drawn)	0.1	0.1	11	1
O=C1OC2(CCCCC2)OC(=O)C1=CNc1ccccc1[N+](=O)[O-]	0.2	-1.4	13	17
CCOC(=O)C1=C(CC)OC(N)=C(C#N)C1c1cc(Br)ccc1OC (stereo not drawn)	0.1	1.1	-14	7
CCC(C(=O)NC1CCCC1)n1ncn2c(cc3occc32)c1=O (stereo not drawn)	-0.2	-0.4	8	7
CCN(CC)C(=O)Cn1nnc2c(cnn2-c2ccc(F)cc2)c1=O	0.2	1.4	4	6
COc1ccc(/C=C2\N=C(c3cccc(C)c3OC)OC2=O)c(OC)c1	-0.1	1.7	4	4
CCCNC(=O)CCNS(=O)(=O)c1cc(Br)cnc1N	-0.1	-0.6	-3	-4
O=C(CN1C(=O)NC(Cc2ccccc2)C1=O)NC(=O)NC1CCCCC1 (stereo not drawn)	0.0	1.1	3	0
CCOCCc1nnc(NC(=O)c2cccc(Cl)c2)s1	0.2	-2.0	2	-19
O=C(NC1CC1)c1cc(N2CCCC2CO)nc2ccccc12 (stereo not drawn)	0.3	0.0	-1	-2
Cc1nc(NC(=O)CSc2ncnc3c2cnn3-c2ccccc2)sc1C	-0.1	0.2	-3	-3
Cc1ccccc1N1C(=O)NC(=O)/C(=C\c2ccc(N3CCCC3)o2)C1=O	-0.1	-0.5	20	-6
CC(C)(C)c1ccc(C2=CSC3=NS(=O)(=O)CCN23)cc1	-0.1	1.2	-14	-9
CC(C)Oc1ccc(C(=O)Nc2ccc(C(F)(F)F)n(C)c2=O)cc1	0.1	1.5	-10	-6
Nc1ccccc1C(=O)NNC1CC(=O)N(c2ccccc2)C1=O (stereo not drawn)	1.2	0.0	9	1
CCc1nc2scc(-c3ccc(C)cc3)c2c(=O)n1CCO	0.1	-0.4	5	-13
CC(C)(CO)NC(=O)c1cnc2sccn2c1=O	0.1	-0.3	-21	9
O=C(Nc1ccccc1)c1ccnc(N2CCN(Cc3ccc4c(c3)OCO4)CC2)c1	0.0	1.7	8	-3
CCc1ccc2[nH]c(=O)c(CN(Cc3nnnn3CCOC)CC3CCCO3)cc2c1 (stereo not drawn)	-0.1	1.2	0	7
Cc1cccc(NCN2C(=O)C3CCC(C)CC3C2=O)c1 (stereo not drawn)	-0.1	-1.2	15	0
CN(C)c1ccc(C(=O)Nc2ccc(F)c([N+](=O)[O-])c2)cc1	0.2	-0.6	1	-33
COc1ccc2c(c1)CCC1C2=NN(C(C)=O)C1c1cccc([N+](=O)[O-])c1 (stereo not drawn)	-0.1	1.4	-9	-6
CN(C)C(=O)c1cccn(Cc2ccc(Cl)cc2)c1=O	0.0	-0.4	9	7
Cc1ccc(C(=O)Cn2c3ccccc3n3nc(C)nc23)cc1	0.0	-0.5	0	47*
N#Cc1ccc(-n2nnc3ccccc32)cc1C#N	-0.1	-1.3	3	2
COc1ccc(S(=O)(=O)N2CCCC(C)C2)cc1OC (stereo not drawn)	0.2	2.1	13	12
O=C1c2ccc(-c3nc4ccccc4s3)cc2C(=O)N1Cc1cccnc1	0.2	-1.8	2	-10
